Screening data deposited in PubChem BioAssay by National Center for Advancing Translational Sciences (NCATS).
RGS4 inh = inhibitors of human regulator of G protein signaling 4 | 390,000 tested, 0.039% active | Transcreener GDP fluorescence polarization, RGS4-accelerated GTP hydrolysis | Potency, µM (titrated, usually from 114 µM), inactives show at the top dose activity change, negative = inhibition, hits mostly inhibitors | P49798; note: potency is the fitted concentration of half-maximal effect; % is set by controls: 0 for no effect and ±100 for the full control effect; nearly all actives have a fitted effect of over 75% in size; some results filed as inactive show a strong effect at the top dose
Target sequence (P49798 whole entry, looked up): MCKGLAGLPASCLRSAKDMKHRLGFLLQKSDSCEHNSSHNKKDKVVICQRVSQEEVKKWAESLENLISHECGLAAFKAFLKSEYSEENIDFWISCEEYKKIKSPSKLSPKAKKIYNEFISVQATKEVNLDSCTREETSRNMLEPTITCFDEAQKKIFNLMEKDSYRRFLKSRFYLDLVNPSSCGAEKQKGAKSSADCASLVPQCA
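MLSMR compounds (23 nl, pin-transferred) preincubated 10 min at room temperature with a 500nM (2x) first reagent, then RGS4 at 900nM (2x) plus Transcreener GDP mix added; fluorescence polarization (620/688 nm) read before and after 90 min at 30 °C.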
JMJD2A Tudor = JMJD2A Tudor domain (human) inhibition; O75164; AlphaScreen JMJD2A-Tudor / H3K4me3 peptide binding; Potency, µM (doses to about 114 µM), for inactives: at the highest dose activity change, negative = inhibition, usual class: inhibitors; 390,000 tested, 4.4% active; note: potency is the fitted concentration of half-maximal effect; % is set by controls: 0 for no effect and ±100 for the full control effect; nearly all actives have a fitted effect of over 50% in size
ERG Ets-DNA blk = inhibitors of human ERG Ets domain-DNA interaction; fluorescence polarization, His-ERG Ets domain / labelled DNA; Potency, µM (highest dose often 76.9 µM), for inactives: at the highest dose FP activity, negative = inhibition, hits mostly inhibitors; P11308; AID 624246; 370,000 tested, 0.028% active; active = well fitted inhibition curve with a large enough effect in the polarisation, with a control signal flat; inconclusive = small, poorly fitted or top-dose-only effect, or effect the other way, or a change in a side signal; inactive = no such curve, though single readings can be large or run the other way; the % refers to the polarisation;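 note: polarization taken with two DNA probes labelled with fluorescein and Texas red; potency is the fitted concentration of half-maximal effect; % of control where 0% means no effect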
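His-tagged ERG Ets domain (1 uM in the protein solution; 300mM KCl, 50mM Tris-HCl, 1mM EDTA, 1mM DTT, pH 7.5) received compound, then a probe mix of 5 nM fluorescein-DNA and 100nM Texas-615-DNA. Fluorescence polarization was read for both dyes.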
G9a inh = G9a (human) methyltransferase inhibition; Q96KQ7; G9a H3K9 monomethylation, AlphaScreen, 2 h; Potency, µM (titrated, usually from 102 µM), without a hit: at the top dose activity, negative = inhibition, actives largely listed as inhibitors; 350,000 tested, 8.8% active; AID 504332; note: potency is the fitted concentration of half-maximal effect; % is set by controls: 0 for no effect and ±100 for the full control effect; nearly all actives have a fitted effect of over 75% in size
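G9a (20 nM) preincubated 15 min RT with compounds, then 500 nM biotinylated H3K9 peptide and 20 uM SAM added; 2 h RT reaction. Monomethyl-H3K9 product detected by AlphaScreen with anti-H3K9me1 antibody, streptavidin donor and anti-rabbit IgG acceptor beads.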
12-LOX inh = blocks human arachidonate 12S-lipoxygenase. P18054. purified 12hLO, xylenol orange hydroperoxide absorbance. Potency, µM (highest dose often 108 µM), for the others: at the top dose activity change, negative = inhibition, hits mostly inhibitors. 580,000 tested, 1.1% active. AID 1671190; note: potency is the fitted concentration of half-maximal effect; % is set by controls: 0 for no effect and ±100 for the full control effect
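Purified human 12hLO (150 nM final) in 25 mM Hepes, 0.01% Triton X-100, pH 7.0 was preincubated 15 min at room temperature with compound. Then 40 uM arachidonic acid was added, 30 min. Hydroperoxide was read by Fe-XO absorbance ratio 573/405 nm.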
GLS inhibitor = glutaminase GLS (human) inhibition; GLS enzymatic activity, qHTS titration; Potency, µM (titrated, usually from 45.5 µM), without a hit: top-dose activity change, negative = inhibition, actives largely listed as inhibitors; 410,000 tested, 0.21% active; AID 624170; note: potency is the fitted concentration of half-maximal effect; % is set by controls: 0 for no effect and ±100 for the full control effect
Target sequence (O94925 whole entry, looked up): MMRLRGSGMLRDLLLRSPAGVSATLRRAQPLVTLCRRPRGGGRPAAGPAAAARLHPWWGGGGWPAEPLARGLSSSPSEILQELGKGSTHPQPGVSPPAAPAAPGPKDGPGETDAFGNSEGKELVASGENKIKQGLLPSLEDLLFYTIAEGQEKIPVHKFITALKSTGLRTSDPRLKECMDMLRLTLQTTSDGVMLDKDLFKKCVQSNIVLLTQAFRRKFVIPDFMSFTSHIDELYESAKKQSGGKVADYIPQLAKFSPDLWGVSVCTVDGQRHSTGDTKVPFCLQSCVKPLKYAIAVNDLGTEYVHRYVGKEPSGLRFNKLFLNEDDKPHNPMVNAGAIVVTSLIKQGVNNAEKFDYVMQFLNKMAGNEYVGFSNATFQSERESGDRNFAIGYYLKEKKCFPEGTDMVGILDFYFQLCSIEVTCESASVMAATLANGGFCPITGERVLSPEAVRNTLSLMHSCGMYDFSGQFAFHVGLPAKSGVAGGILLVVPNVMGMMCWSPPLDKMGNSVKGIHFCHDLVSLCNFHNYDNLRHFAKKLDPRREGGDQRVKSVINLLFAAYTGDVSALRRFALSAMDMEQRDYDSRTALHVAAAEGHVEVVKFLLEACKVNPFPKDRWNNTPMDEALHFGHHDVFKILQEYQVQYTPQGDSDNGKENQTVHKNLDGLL
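Assay buffer: 45 mM KH2PO4 pH 8.2, 0.02% Tween-20. hKGA acts on L-glutamine (1 mM solution added); product glutamate is reported by an oxidase/peroxidase Amplex Red coupling, with fluorescence taken at baseline and 30 min.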
HP1b binding inh = HP1-beta chromodomain-methylated histone interaction inhibition. AlphaScreen HP1-beta / biotin-H3K9me3 peptide binding. 390,000 tested, 0.56% active. P83916. Potency, µM (titrated, usually from 114 µM), for inactives: top-dose activity change, negative = inhibition, most hits filed as inhibitors; note: potency is the fitted concentration of half-maximal effect; nearly all actives have a fitted effect of over 70% in size; inactives centre near 23
Target sequence (P83916 whole entry, looked up): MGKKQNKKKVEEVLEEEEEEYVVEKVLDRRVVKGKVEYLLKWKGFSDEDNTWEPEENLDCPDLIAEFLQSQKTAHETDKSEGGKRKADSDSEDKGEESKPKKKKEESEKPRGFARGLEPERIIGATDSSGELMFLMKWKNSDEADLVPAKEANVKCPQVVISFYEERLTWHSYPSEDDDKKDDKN
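Compound inhibition of the preformed complex between 50 nM HP1-beta and 50 nM biotinylated H3K9me3 peptide was read by AlphaScreen. Buffer was PBS pH 7.4 with 0.01% Tween-20. Incubations ran 30 min at room temperature, with 10 ug/mL donor/acceptor beads.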
PI4K2A inh = blocks human PI4K2A kinase activity | purified PI4K2A, ADP-Glo luminescence, 1 h; active compounds read low | activity change, negative = inhibition, % at 76.9 µM | 420,000 tested, 0.13% active; in the data active = activity change below about -50%; inconclusive = mostly about -30% to -49%;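 note: -100% = wells without enzyme as full effect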
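ADP-Glo luminescence measured ADP generated by PI4K2A enzyme (4 ug/mL before mixing) with 1.2 mM PI substrate (pre-mix) and 300 microM ATP (pre-mix). Tris pH7.5 buffer with MgCl2, Triton X-100; 1 h reaction at ambient temperature.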
BAZ2B inh = inhibitors of human BAZ2B bromodomain; Q9UIF8; AlphaScreen BAZ2B-H3K14Ac peptide displacement; Potency, µM (highest dose often 114 µM), inactives show at the top dose activity change, negative = inhibition, most hits filed as inhibitors; 360,000 tested, 4.4% active; note: potency is the fitted concentration of half-maximal effect; % is set by controls: 0 for no effect and ±100 for the full control effect; nearly all actives have a fitted effect of over 60% in size
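AlphaScreen luminescence quantifies BAZ2B engagement of H3K14Ac peptide; the protein and biotinylated peptide are both at 50 nM final, buffer PBS pH 7.4 with 0.01% Tween-20, all steps at room temperature.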
Active calls of the source: *; ? = inconclusive; . = no result given; & = joins results of further samples; [ ] = another dose, or the depositor's remark. Unless noted, calls come from the whole dose curve; as a rule, active = well fitted curve in the direction sought with a large enough effect; inconclusive = small, poorly fitted or top-dose-only effect, or another doubt; inactive = no such curve, though single readings can be large; an effect the other way counts as inactive or inconclusive. Only part of the results is shown; the hit share may differ from the screen's.

SMILES	RGS4 inh	JMJD2A Tudor	ERG Ets-DNA blk	G9a inh	12-LOX inh	GLS inhibitor	HP1b binding inh	PI4K2A inh	BAZ2B inh
CC(C)(C)NC(=O)c1ccccc1-c1nc(-c2ccccc2Cl)no1	7%	4%	-15%	-1%	0%	-11%	34%	1	-2%
CN(C)c1ncnc2c1ncn2-c1ccccc1	3%	-10%	2%	.	-5%	3%	37%	-6	.
Cc1ccccc1CNc1nnnn1C	-16%	-7%	21%	-2%	1%	-3%	63%[activator]	2	-5%
CC1CCc2cc(F)ccc2N1C(=O)c1cnc2sccn2c1=O (stereo unspecified)	-7%	-18%	1%	7%[59 µM]	-1%	4%	25%	-7	-4%
COC(=O)C(C)N(C(=O)c1ccc(C(=O)c2ccccc2)cc1)c1c(C)cccc1C (stereo unspecified)	-7%	-26%	5%	-26%[59 µM]	-5%	-3%	11%	1	-6%
C[C@@H]1CC[C@]2(C(=O)O)CC[C@]3(C)C(=CCC4[C@]56CC[C@@](O)(OC5)C(C)(C)C6CC[C@]43C)C2[C@H]1C (stereo partly specified)	-17%	-25%	2%	-20%[12.7 µM]	.	12%	23%	6	-8%
COc1ccc(S(=O)(=O)CCC(=O)N2CCN(c3ccc(C(C)=O)cc3)CC2)cc1	7%[11.4 µM]	-12%	-3%	32µM*	-1%	-6%	46%[activator]	0	-39%
C/C=C/c1ccc(OC)c(OC(C)=O)c1	37%	3%	-4%	24%[59 µM]	-20%	-3%	65%[activator]	-1	-4%
CN(CC(=O)Nc1ccccc1Br)C(=O)c1ccccc1OCc1ccc(Cl)cc1	-16%	-16%	2%	.	8%	-4%	26%	-4	.
CN(C)c1ccc(CN(C(=O)c2ccco2)C2CCS(=O)(=O)C2)cc1 (stereo unspecified)	-25%	-8%	-11%	?	-3%	26%	17%	3	-35%
CCOC(=O)N/N=C\c1ccc(OC(=O)c2ccco2)cc1	2%	-17%	3%	-36%	-1%	0%	-16%	1	.
Cc1cccc(CSc2nc3cc(C(=O)NC4CCCC4)ccc3c(=O)n2Cc2ccccc2)c1	-5%	-7%	-1%	7%[59 µM]	-24%	-4%	25%[57 µM]	1	1%
COCCCNC(=O)CSc1nc(-c2ccc(OC)cc2)[nH]c1-c1ccc(OC)cc1	-37%	-30%	3%	-7%[59 µM]	-9%	1%	1%	-1	-34%
CCOC(=O)Cc1csc(NC(=O)Cc2ccc(Br)cc2)n1	-14%	-12%	-4%	56µM*	0%	-4%	-4%	1	-11%
COc1cc(OC)cc(-c2cc3ccc(OC)cc3cn2)c1	5%	25%	-21%	8%[0.501 µM]	-18%	-2%	77%[activator]	-20	30%
CCC(=O)N1CCN(c2ccccc2NC(=O)Cc2ccc(Cl)cc2)CC1	10%	-1%	.	4%[59 µM]	5%	-3%	3%	-7	-11%
Cc1cc(Br)ccc1NC(=O)c1cn(C2CCCC2)c(=O)c2c1c1ccccc1n2C	-20%	3%	4%	-3%[59 µM]	-20%	-4%	43%[activator]	-2	1%
COc1cccc(CNC(=O)c2cnc3c(-c4ccc(F)cc4)c(C)nn3c2C)c1	0%	5%	2%	9%[59 µM]	-9%	13%	26%	-4	-4%
Cc1ccc(CNc2ccc3c(c2)ncn3C(C)(C)C)cc1	13%[11.4 µM]	-21%[11.4 µM]	-5%	7.1µM*	19%	0%	-11%	14	35µM*
CCOC(=O)NN1C(=O)c2ccccc2NC1c1ccccn1 (stereo unspecified)	16%	-12%	-6%	18%[59 µM]	0%	15%	29%	5	-10%
Cc1cc(N2C(=O)C(=O)/C(=C(/O)c3ccc(Cl)cc3)C2c2cccc(Br)c2)no1 (stereo unspecified)	-20%	-23%	-3%	-2%[59 µM]	?	-7%	6%	-8	-6%
O=C(CN1C(=O)c2ccccc2S1(=O)=O)Nc1ccc(S(=O)(=O)N2CCCCC2)cc1	-12%[11.4 µM]	-18%[11.4 µM]	-9%	3%[59 µM]	?	5%	-6%	-3	-20%
NC(=O)Cn1nnc(-c2ccccc2NC(=O)c2cnccn2)n1	35%	-8%	-4%	?	0%	4%	11%	-3	2%
CCn1c(SCc2ccccc2Cl)nc(=O)c2c(C(=O)OC)cc(C3CC3)nc21	-23%	-33%	-3%	-23%[59 µM]	-17%	-20%	15%[57 µM]	2	-19%
COc1ccccc1-n1c(SCC(=O)Nc2cc(C)on2)nc2c(c1=O)SCC2	-7%	-2%	8%	-30%	-3%	0%	36%	4	-37%

Profiles, looked up by structure. Order of screens: RGS4 inh	JMJD2A Tudor	ERG Ets-DNA blk	G9a inh	12-LOX inh	GLS inhibitor	HP1b binding inh	PI4K2A inh	BAZ2B inh
Cc1ccc(CNc2ccc3c(c2)ncn3C(C)(C)C)cc1 across the screens: 13%[11.4 µM]	-21%[11.4 µM]	-5%	7.1µM*	19%	0%	-11%	14	35µM*
CCOC(=O)N/N=C\c1ccc(OC(=O)c2ccco2)cc1 across the screens: 2%	-17%	3%	-36%	-1%	0%	-16%	1	.
COc1cccc(CNC(=O)c2cnc3c(-c4ccc(F)cc4)c(C)nn3c2C)c1 across the screens: 0%	5%	2%	9%[59 µM]	-9%	13%	26%	-4	-4%

New compounds follow:
SMILES	RGS4 inh	JMJD2A Tudor	ERG Ets-DNA blk	G9a inh	12-LOX inh	GLS inhibitor	HP1b binding inh	PI4K2A inh	BAZ2B inh
Cc1ccc(CCNC(=O)C2CCCN(S(C)(=O)=O)C2)cc1 (stereo unspecified)	-18%	-1%	-5%	?	0%	10%	31%	6	0%
COc1cc(OC)c(NS(=O)(=O)c2cc(-c3cnc(C)o3)ccc2OC)cc1Cl	-9%	-19%	9%	-1%[12.7 µM]	-14%	1%	21%	4	-36%
O=C(CCC(=O)NC1CCCCC1)N/N=C/c1ccncc1	1%[56.9 µM]	-17%	13%	6%[59 µM]	9%	-18%	44%[activator]	4	-2%
O=Cc1ccc(-c2cc(Cl)ccc2Cl)[nH]1	-51%	-31%	7%	?	-3%	-13%	5%	-10	?
O=C(O)c1c(-c2ccccc2)nnc2ccccc12	7%	-5%	5%	-11%	-4%	4%	17%	-4	-22%
CCCC(=O)NC1CC(=O)N(c2ccc3c(c2)OCCO3)C1 (stereo unspecified)	-23%	-7%	-1%	-10%[59 µM]	-12%	-24%	33%	4	0%
CCCCOc1ccc(C(=O)Oc2cc(C)[nH]c(=O)c2[N+](=O)[O-])cc1	3%	?	2%	6%	-2%	2%	0%	1	?
Cc1ccccc1CC(=O)N1CCCC1	7%	-5%	-16%	-7%	9%	20%	18%	0	-23%
COc1ccc(NS(=O)(=O)c2cc3c(cc2C)N(C)CCO3)c(OC)c1	-33%	?	-6%	?	15%	19%	-10%	-5	50µM*
CN(Cc1ccc(Cl)s1)C(=O)CNC(=O)CNC(=O)c1ccc(Cl)cc1Cl	11%	-12%	-10%	22%[2.33 µM]	0%	0%	59%[activator]	-1	2%
COC(=O)c1cc(=O)nc2sc(-c3ccc(F)cc3)nn12	?	-35%	4%	4µM*	.	-10%	?	-1	5%
CCOC(=O)C1(Cc2cccc(OC)c2)CCN(Cc2cccnc2)CC1	-32%	-11%	6%	-30%	0%	-4%	39%[activator]	-6	-20%
COCCNC(=O)c1cnn(-c2ccc(C)cc2C)c1C1CCN(C(=O)OC(C)(C)C)CC1	-2%	-15%	-3%	-3%[59 µM]	-14%	0%	43%[activator]	1	6%[57.1 µM]
CCCOc1ccccc1C(=O)N1CCCCC1CCN1CCCCC1 (stereo unspecified)	8%	-9%	-14%	6%[59 µM]	21%&-28%	-6%	35%	-11	-2%
Cc1ccc(C)c(N2CCN(C(=O)c3ccc(-c4nc(COc5ccccc5)c(C)o4)cc3)CC2)c1	19%	-24%	1%	-44%[59 µM]	-4%	0%	22%	-3	-35%
CCOC(=O)CNC(=O)CSc1nc(C)cc(C)c1C#N	-27%	-10%	1%	4%	0%	8%	71%[activator]	4	-3%
CCOC(=O)C1(CCOc2ccccc2)CCN(Cc2cc(OC)c3c(c2)OCO3)CC1	3%	-23%	-4%	?	-1%	-7%	24%	1	-15%
Cc1ccc(S(=O)(=O)N(CCCO)CC(O)CON=C2c3ccccc3-c3ccccc32)cc1 (stereo unspecified)	33%	-30%	29%	-1%	-22%	4%	6%	4	-25%
Cc1nc2ccn(Cc3ccco3)c(=O)c2cc1C(=O)N1CCN(c2ccccc2F)CC1	-19%	-19%	1%	-4%[59 µM]	-21%	6%	22%	3	-21%
COc1ccc(S(=O)(=O)NCC(=O)NC2CC2)cc1OC	-1%	-10%	2%	14%	6%	6%	25%	1	4%
Cc1ccc(N(Cc2cccs2)C(=O)COc2cccc(C)c2)cc1	-1%	91%[activator]	-8%	85%[activator][59 µM]	-2%	0%	159%[activator]	6	141%[activator]
Brc1cnc(N2CCOCC2)nc1N1CCCCC1	-13%	6%	-10%	-5%[12.7 µM]	-24%	9%	52%	-6	28%
CCN(CC)C(=O)c1sc2c(c1C)c(=O)n(Cc1ccccc1)c(=O)n2Cc1cc(C)ccc1C	15%	-13%	-4%	6%[59 µM]	-20%	2%	20%	1	-15%
Nc1cn(C2OC(CO)C(O)C2O)c(=O)[nH]c1=O (stereo unspecified)	5%	-13%	-4%	.	202%[activator]	17%	8%	-9	-6%
Nc1nc(Cn2nnc(-c3ccccc3Cl)n2)nc(N2CCOCC2)n1	-6%	-20%	2%	-11%[59 µM]	0%	-17%	26%	7	-5%
